Source: PubChem BioAssay (National Center for Advancing Translational Sciences (NCATS))
Vif-APOBEC3F blk: qHTS for Inhibitors of Vif-A3F Interactions: qHTS. HeLa A3F-eYFP + Vif (tagged APOBEC3F with the HIV-1 protein that degrades it), YFP fluorescence increase. Potency, µM (highest dose often 46.1 µM), without a hit: at the top dose activity, negative = active. hit rate 0.2% among 390,000. AID 602313, 2012; further: % of control where 0% means no effect; nearly all actives have a fitted effect of over 65% in size
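HeLa cells stably expressing A3F-eYFP plus Vif, plated and incubated overnight at 37 deg C, then exposed to compounds overnight at 37 deg C. Blocked degradation read as raised yellow fluorescence (Ex 488/Em 500-530).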
RGS4 inh: Inhibitors of Regulator of G Protein Signaling (RGS) 4: qHTS. Regulator of G-protein signaling 4 (Homo sapiens), P49798. AID 504845, 2011. hit rate 0.039% among 390,000. Potency, µM (series often up to 114 µM), for the others: top-dose activity change, negative = inhibition, hits mostly inhibitors. Transcreener GDP fluorescence polarization, RGS4-accelerated GTP hydrolysis; further: on the % scale 0 is the no-effect control and ±100 the full control effect; nearly all actives have a fitted effect of over 75% in size; some results filed as inactive show a strong effect at the top dose
Target sequence (P49798 whole entry, looked up): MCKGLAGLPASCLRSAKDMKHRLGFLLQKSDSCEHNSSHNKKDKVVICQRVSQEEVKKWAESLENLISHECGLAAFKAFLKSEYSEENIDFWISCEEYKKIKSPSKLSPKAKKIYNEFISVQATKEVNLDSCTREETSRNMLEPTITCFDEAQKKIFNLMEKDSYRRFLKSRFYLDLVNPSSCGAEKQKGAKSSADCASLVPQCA
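MLSMR compounds (23 nl, pin-transferred) preincubated 10 min at room temperature with a 500nM (2x) first reagent, then RGS4 at 900nM (2x) plus Transcreener GDP mix added; fluorescence polarization (620/688 nm) read before and after 90 min at 30 °C.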
rTrxR1 inhibitor: qHTS Assay for Inhibitors of Mammalian Selenoprotein Thioredoxin Reductase 1 (TrxR1): qHTS; hit rate 1% among 390,000; recombinant rTrxR1, NADPH fluorescence consumption, selenite substrate; Thioredoxin reductase 1, cytoplasmic (Rattus norvegicus), O89049; AID 588453, 2011; Potency, µM (series often up to 114 µM), for the others: top-dose activity change, negative = inhibition, hits mostly inhibitors; further: on the % scale 0 is the no-effect control and ±100 the full control effect; nearly all actives have a fitted effect of over 65% in size
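Rat TrxR1 (90 nM in the dispensed reagent) was pre-reduced with 400 uM NADPH for 5 min at room temperature, then incubated with compound for 15 min. After 400 uM selenite was added, NADPH fluorescence (Ex 340/Em 450 nm) was followed for 8 min.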
TrxR1 substrate: qHTS Assay for Substrates of Mammalian Selenoprotein Thioredoxin Reductase 1 (TrxR1): qHTS; hit rate 0.01% among 390,000; purified TrxR1 substrate turnover, NADPH consumption readout; Potency, µM (top dose mostly 114 µM), inactives show at the top dose activity change, negative = substrate turnover; further: on the % scale 0 is the no-effect control and ±100 the full control effect; nearly all actives have a fitted effect of over 50% in size
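Rat TrxR1, dispensed at 90 nM, was prereduced with 400 uM NADPH (final) for 5 min at ~22 deg C, then incubated with compound 15 min before 400 uM selenite. A first-read NADPH fluorescence drop versus no-compound background flagged substrates.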
mIDH1 inhibitor: qHTS for Inhibitors of mutant isocitrate dehydrogenase 1 (IDH1): qHTS. Isocitrate dehydrogenase [NADP] cytoplasmic (Homo sapiens), O75874. Potency, µM (highest dose often 76.6 µM), for the others: at the top dose activity change, negative = inhibition, usual class: inhibitors. AID 602179, 2012. hit rate 0.093% among 390,000. IDH1-R132H enzyme, NADPH consumption, diaphorase/resazurin fluorescence; further: on the % scale 0 is the no-effect control and ±100 the full control effect; nearly all actives have a fitted effect of over 65% in size
Target sequence (O75874 whole entry R132H, stated change not applied): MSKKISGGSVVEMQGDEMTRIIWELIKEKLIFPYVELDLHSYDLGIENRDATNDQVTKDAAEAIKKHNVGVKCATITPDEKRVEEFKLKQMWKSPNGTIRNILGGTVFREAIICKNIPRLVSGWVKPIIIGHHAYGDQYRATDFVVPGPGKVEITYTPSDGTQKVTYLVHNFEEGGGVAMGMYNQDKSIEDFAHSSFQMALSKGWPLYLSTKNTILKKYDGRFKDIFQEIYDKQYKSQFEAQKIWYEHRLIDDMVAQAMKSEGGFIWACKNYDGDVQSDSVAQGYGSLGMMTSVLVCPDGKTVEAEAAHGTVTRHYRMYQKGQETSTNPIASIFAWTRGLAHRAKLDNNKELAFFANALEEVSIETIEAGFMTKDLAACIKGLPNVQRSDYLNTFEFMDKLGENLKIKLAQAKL
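IDH1-R132H (0.5 ug/mL dispensed) in pH 7.5 Tris buffer was preincubated 30 min with compound, then given a substrate mix of 0.016 mM NADPH and 2 mM alpha-KG for 80 min at room temperature; remaining NADPH was read by diaphorase/resazurin fluorescence.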
ALOX12 inh: Primary qHTS assay for inhibitors of human arachidonate 12S-lipoxygenase (ALOX12): Round 2; Polyunsaturated fatty acid lipoxygenase ALOX12 (Homo sapiens), P18054; hit rate 1.1% among 580,000; Potency, µM (series often up to 108 µM), for the others: top-dose activity change, negative = inhibition, actives largely listed as inhibitors; AID 1671190, 2021; purified 12hLO, xylenol orange hydroperoxide absorbance; further: on the % scale 0 is the no-effect control and ±100 the full control effect
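Purified human 12hLO (150 nM final) in 25 mM Hepes, 0.01% Triton X-100, pH 7.0 was preincubated 15 min at room temperature with compound. Then 40 uM arachidonic acid was added, 30 min. Hydroperoxide was read by Fe-XO absorbance ratio 573/405 nm.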
RXFP1 agonist: qHTS Assay for Agonists of the Relaxin Receptor RXFP1; Relaxin receptor 1 (Homo sapiens), Q9HBX9; HEK293T-RXFP1 cAMP TR-FRET, 30 min; response scale: percent of porcine relaxin response, buffer zero; Potency, µM (highest dose often 57.5 µM), for inactives: top-dose activation, usual class: activators; hit rate 0.3% among 370,000; AID 2676, 2010; further: on the % scale 0 is the no-effect control and ±100 the full control effect; nearly all actives have a fitted effect of over 60% in size; many of its hits are not listed in these tables
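HEK293 cells stably expressing RXFP1, treated 30 min at 37C with compounds plus PDE4 inhibitor Ro 20174; cAMP measured by HTRF TR-FRET. Normalized to buffer and 29 nM porcine relaxin; EC50 by Hill fit.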
Vif-APOBEC3G blk: qHTS for Inhibitors of Vif-A3G Interactions: qHTS | DNA dC->dU-editing enzyme APOBEC-3G (Homo sapiens), Q9HC16 | HeLa A3G-eYFP + Vif (tagged APOBEC3G with the HIV-1 protein that degrades it), YFP fluorescence, overnight | Potency, µM (doses to about 46.1 µM), for inactives: at the top dose activity, negative = active, actives largely listed as inhibitors | hit rate 0.076% among 410,000 | AID 602310, 2012;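 further: on the % scale 0 is the no-effect control and ±100 the full control effect; nearly all actives have a fitted effect of over 60% in size; hits raise eYFP signal because A3G escapes Vif-driven loss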
Target sequence (Q9HC16 whole entry, looked up): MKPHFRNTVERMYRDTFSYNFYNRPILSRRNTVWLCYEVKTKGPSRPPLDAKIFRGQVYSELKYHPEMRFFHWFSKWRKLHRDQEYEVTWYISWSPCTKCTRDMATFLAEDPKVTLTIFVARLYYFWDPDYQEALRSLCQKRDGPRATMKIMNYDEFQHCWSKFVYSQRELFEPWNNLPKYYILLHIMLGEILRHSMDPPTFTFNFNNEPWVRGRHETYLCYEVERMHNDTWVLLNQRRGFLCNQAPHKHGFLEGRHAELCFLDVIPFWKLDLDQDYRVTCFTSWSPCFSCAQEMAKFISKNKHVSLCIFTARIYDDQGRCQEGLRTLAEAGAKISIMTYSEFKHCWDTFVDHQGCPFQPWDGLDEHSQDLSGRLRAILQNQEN
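Read-out is eYFP fluorescence (Ex 488/Em 500-530) from Vif-expressing HeLa A3G-eYFP cells; more signal means A3G escaped Vif-mediated degradation. Cells plated overnight, compound pinned in, incubated overnight at 37 deg C.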
USP1-UAF1 inh: Inhibitors of USP1/UAF1: Primary Screen; hit rate 0.23% among 390,000; Ubiquitin carboxyl-terminal hydrolase 1 (Homo sapiens), O94782; Potency, µM (top dose mostly 57.1 µM), for the others: at the top dose activity change, negative = inhibition, usual class: inhibitors; AID 743255, 2014; recombinant USP1/UAF1, Ub-Rhodamine cleavage fluorescence; further: on the % scale 0 is the no-effect control and ±100 the full control effect; nearly all actives have a fitted effect of over 60% in size; inactives centre near -12
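High-throughput fluorogenic screen: 1nM USP1/UAF1 complex, Ub-Rho substrate 150nM final, 50mM HEPES pH 7.8 with 0.5mM EDTA, 0.1 mg/ml BSA, 1mM TCEP and 0.01% Tween-20.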
The depositor's hits bear a star; u = inconclusive; x = no result given; [ ] = another dose, or the depositor's remark. The call rests on the fitted dose curve; in most records, active means well fitted curve in the direction sought with a large enough effect; inconclusive means small, poorly fitted or top-dose-only effect, or another doubt; inactive means no such curve, though single readings can be large; an effect the other way counts as inactive or inconclusive. Potency means the concentration at half of the fitted maximal effect.

SMILES	Vif-APOBEC3F blk	RGS4 inh	rTrxR1 inhibitor	TrxR1 substrate	mIDH1 inhibitor	ALOX12 inh	RXFP1 agonist	Vif-APOBEC3G blk	USP1-UAF1 inh
Cc1ccc(S(=O)(=O)CCC(=O)NCc2ccccc2)cc1	-28%	-7%	12%	9%[57.1 µM]	11%	11%	1.3%	1%	-21%
COc1ccc(NC(=S)Nc2ccc3nc(C)c(C)nc3c2)cc1	5%	-33%	-32%	-5%	8%	-19%	5.5%	-4%	-20%
COc1ccc(CCN2CC3=C(C2=O)C(c2ccccc2)NC(=O)N3C)cc1OC (stereo not given)	2%	29%	-14%	-1%	6%	u	-0.1%	-5%	-17%
O=C(CNC(=O)c1cccc(Cl)c1)Nc1ccc(F)c(F)c1F	-3%	24%	10%	-5%	4%	0%	0.0%	2%	-1%
Cc1ccc2nc(N(CCCN(C)C)C(=O)COc3ccc(Cl)cc3)sc2c1	0%	9%	7%	1%	2%	u	1.8%	0%	-23%
O=C(CSc1nnc(COc2ccc(Cl)cc2)n1Cc1ccco1)N1CCNC1=O	-13%	-1%	-11%[57.1 µM]	-9%[57.1 µM]	0%	u	-0.1%	0%	-11%
CCOc1ccc(OCC(=O)OCc2csc(CC(=O)Nc3ccccc3C)n2)cc1	-21%	6%	5%[57.1 µM]	-2%[57.1 µM]	1%	9%	0.2%	2%	-17%
CCC(CC)C(=O)Nc1nnc(SCC(=O)NC2CCCCC2)s1	5%	20%	12%[57.1 µM]	1%[57.1 µM]	-6%	3%	-1.7%	-2%	-16%
CCOc1cc(C(=O)N2CCN(c3ccccc3)CC2)cc(OCC)c1OCC	-2%	-11%	-12%	-14%	12%	-15%	0.1%	3%	7%
Cc1ccc(CN2CCN(Cc3ccc(OC(C)C)cc3)CC2CCO)o1 (stereo not given)	15%	-9%	3%	-1%	4%	7%	-1.3%	-2%	-7%
CC(=O)N1CCN(CCN=CC2=C(O)CC(c3ccc(Cl)cc3)CC2=O)CC1 (stereo not given)	-2%	-16%	u	-9%	3%	-4%	-0.5%	-1%	-16%
Cc1cc(C)c(S(=O)(=O)Nc2nnc(C(C)C)s2)c(C)c1	2%	-4%	21%	-1%	-3%	-1%	1.3%	2%	-19%
Cc1cccc(C(=O)N2CCC(=O)N(C(COCc3cccc(C(F)(F)F)c3)Cc3ccccc3)CC2)c1 (stereo not given)	1%	8%	1%	-13%	7%	-8%	5.0%	-1%	-7%
CC(C)OC(=O)c1cccc(C(=O)Oc2ccccc2)n1	1%	17%	7%	4%	0%	19%	-3.7%	-5%	-7%
COC(=O)c1[nH]c2ccc(C)cc2c1NS(=O)(=O)c1ccc(F)c(C)c1	-4%	-33%	6%	-2%	18%	54%[activator]	2.0%	-5%	-22%
CC(C)CNS(=O)(=O)c1ccc(OCC(=O)Nc2ccc3c(c2)OCCO3)cc1	3%	-17%	11%[57.1 µM]	-19%[57.1 µM]	5%	2%	1.2%	1%	-19%
Cc1cn2c(=O)cc(COC(=O)c3ccccc3F)nc2s1	0%	0%	7%[57.1 µM]	4%[57.1 µM]	1%	-21%	7.6%	0%	-15%
COC(=O)c1ccc(SCC(=O)NC2CCCC2)c([N+](=O)[O-])c1	-8%	-18%	11%[57.1 µM]	6%[57.1 µM]	2%	-5%	0.8%	-3%	-16%
O=C(Nc1ccnn1C1CCN(C(=O)c2cc(Cl)ccc2F)CC1)C1CCOC1 (stereo not given)	1%	0%	-25%	-13%	-11%	2%	0.1%	-1%	-14%
Cc1cc(C(=O)CSc2nc(N)cc(=O)[nH]2)c(C)n1-c1ccc(OC(F)F)cc1	-6%	0%	12%[57.1 µM]	6%[57.1 µM]	-1%	243%[activator]	-0.7%	0%	-14%
CCN(CC)C(=O)c1ccccc1NS(C)(=O)=O	-8%	3%	14%[57.1 µM]	6%	1%	-107%	-0.3%	0%	1%
CN1CCC(NC(=O)Cc2c(F)cccc2Cl)CC1	-5%	14%	1%	-3%	4%	-18%	0.8%	-1%	5%
CC(C)(C)c1ccc2oc(=O)cc(-c3cccc(-c4ccc(C(F)(F)F)cc4)c3)c2c1	5%	-6%	14%	1%	29%	-9%	x	2%	-5%
O=C(NC1=NCCS1)c1cc(-c2cccnc2)nc2ccccc12	2%	-7%	6%[57.1 µM]	-14%	9%	4%	0.4%	-1%	-3%
COc1cc2nc(CN3CCN(S(=O)(=O)c4ccccc4)CC3)[nH]c(=O)c2cc1OC	-2%	-5%	13%	5%	-1%	-20%	-0.4%	-4%	-24%
COc1ccc(-c2noc(N3CCC(C(=O)NCCCN4CCCCC4)CC3)n2)cc1	10%	8%	25%[57.1 µM]	17%[57.1 µM]	-8%	-5%	4.8%	1%	-24%
CCc1n[nH]c(=S)n1/N=C/c1ccc(NC(C)=O)cc1	5%	-35%	-7%[57.1 µM]	-5%[57.1 µM]	2%	-15%	-0.1%	1%	-17%
O=C(Nc1cccnc1)c1ccc2c(c1)C(=O)N(CC1CCCO1)C2=O (stereo not given)	6%	10%	15%	2%	-8%	1%	0.6%	-3%	-19%
CCOC(=O)C(C)Oc1ccc(C2NC(=O)NC(C)=C2C(=O)Nc2ccccc2C)cc1 (stereo not given)	3%	22%	22%	10%	0%	1%[57.4 µM]	2.7%	-2%	-8%
O=C(NCCc1nc(-c2ccc(F)cc2)no1)c1ccc(F)cc1	7%	3%	30%	4%	-2%	3%	-1.2%	-1%	-12%
COc1ccc(CCNc2ncnc3c2[nH]c2cc(OC)c(OC)cc23)cc1OC	6%	u	9%	61%	0%	u	3.0%	-17%	u
Cc1cc(C)c(-c2nc3ccccc3s2)[nH]1	0%	-12%	u	28%	-1%	-22%	4.7%	-6%	-16%
COc1ccc(C2CC(c3ccccc3)=NN2C(=O)CCC(=O)O)cc1 (stereo not given)	1%	-14%[56.9 µM]	18%	0%	-7%	0%	-2.1%	-7%	-20%
CC/C(Cc1ccccc1)=N/NC(=O)c1cccc(Br)c1	4%	-16%	1%	1%	-5%	-17%	3.1%	-8%	-2%
Nc1nc(N2CCN(C/C=C/c3ccccc3)CC2)nc2ccccc12	0%	-16%[11.4 µM]	6%[57.1 µM]	9%[57.1 µM]	-1%	u	0.5%	0%	-19%
Cc1ccc(-c2ccc([C@H]3[C@H]4C=CC[C@@H](C)[C@@H]4C(=O)N3Cc3ccccc3)c(F)c2)cc1	3%	-15%	20%	-2%	0%[38.3 µM]	-20%	0.0%	3%	-10%
CCN(C(=O)COC(=O)c1cc(NS(=O)(=O)c2ccc(Cl)c([N+](=O)[O-])c2)ccc1O)C1CCCCC1	-13%	-13%	-5%	-4%	-1%	-29%	0.1%	-30%	-23%
COc1ccccc1C(=O)Nc1ccnn1C1CCN(Cc2csc(C(C)=O)c2)CC1	3%	20%	3%	-1%	-7%	16%	1.4%	0%	-19%
CCc1ccccc1NC(=O)CN(c1ccc(OC)cc1OC)S(=O)(=O)c1ccccc1[N+](=O)[O-]	5%	-18%	-5%	-4%	-1%	-16%	-0.1%	-1%	-14%
O=C(CN1CCN(Cc2ccccc2)CC1)NNC(=O)c1ccc(Cl)cc1	-14%	10%	20%[57.1 µM]	-4%[57.1 µM]	-1%	16%	-0.7%	-1%	-6%
Fc1cc(F)cc(NC(=S)Nc2ccccc2N2CCOCC2)c1	-1%	7%	-17%	-4%	-4%	-21%	3.5%	-3%	-16%
Cc1ccc(C)c(N(CC(=O)Nc2ccccc2C(=O)NCc2ccco2)S(=O)(=O)c2ccccc2)c1	1%	-22%	11%	32%[activator]	7%	-20%	-1.0%	-2%	-5%
CCOc1ccc(NC(=O)COC(=O)Cc2ccsc2)cc1	-7%	16%	4%	0%	3%	-27%	x	-1%	-20%
Cc1ccc(S(=O)(=O)NC2CCCc3ccccc32)cc1C (stereo not given)	8%	2%	5%	0%	-5%	0%	0.6%	-1%	-19%

No new results follow: 2 of the compounds above.
SMILES	Vif-APOBEC3F blk	RGS4 inh	rTrxR1 inhibitor	TrxR1 substrate	mIDH1 inhibitor	ALOX12 inh	RXFP1 agonist	Vif-APOBEC3G blk	USP1-UAF1 inh
O=C(CN1CCN(Cc2ccccc2)CC1)NNC(=O)c1ccc(Cl)cc1	-14%	10%	20%[57.1 µM]	-4%[57.1 µM]	-1%	16%	-0.7%	-1%	-6%
Fc1cc(F)cc(NC(=S)Nc2ccccc2N2CCOCC2)c1	-1%	7%	-17%	-4%	-4%	-21%	3.5%	-3%	-16%

A portion of the library (hit frequency here may not be typical).
